From PubChem
DUSP3 inh – blocks the human dual specificity phosphatase VHR1; P51452; recombinant VHR phosphatase, colorimetric substrate read-out; inhibition, % at 20 µM; hit rate 0.7% among 50,000; AID 1992; in the data active = inhibition above about 60%; also: some results filed as inactive read as strong as hits
Target sequence (P51452 whole entry, looked up): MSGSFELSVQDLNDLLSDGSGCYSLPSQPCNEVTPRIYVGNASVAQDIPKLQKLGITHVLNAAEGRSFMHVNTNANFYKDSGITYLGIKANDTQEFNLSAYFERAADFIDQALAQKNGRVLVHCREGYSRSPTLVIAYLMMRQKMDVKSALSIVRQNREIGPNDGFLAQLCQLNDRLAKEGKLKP
Starred values were filed as active, the others as inactive.

SMILES	DUSP3 inh
Cc1ccc(N(Cc2ccc(C(=O)NCCSc3ccc(Cl)cc3)cc2)S(C)(=O)=O)cc1C	-5
c1ccc(CN2CCC(N3CCN(C4CCCCCC4)CC3)CC2)cc1	-6
O=C1NC(=O)C(=Cc2cccc(OCc3ccc(Cl)cc3Cl)c2)C(=O)N1	-12
c1ccc(Nc2ccccc2Nc2ccccn2)nc1	2
COc1cc(/C=N/NC(=O)Cc2n[nH]c(=O)[nH]c2=O)cc([N+](=O)[O-])c1O	4
O=C(Nc1ccc(NC(=O)c2cccs2)cc1)c1cccs1	-2
O=C(/C=C/c1cccc(C(F)(F)F)c1)Nc1ccc([N+](=O)[O-])cc1	-19
O=C(C(c1ccccc1)c1ccccc1)N1CCN(Cc2cccnc2)CC1	-20
O=C(c1ccc([N+](=O)[O-])cc1)N1CCSC1c1ccccc1Cl (stereo not drawn)	-9
CCOc1ccc(-c2ncnn2-c2cccc(Cl)c2)cc1	-26
O=C(/C=C/c1ccccc1Cl)NCc1cccnc1	-32
Cc1ccccc1-c1nc2sc3c(c2c(=O)o1)CCCC3	-21
CC1(C)CC(=O)C=C(Nc2ccc(NC3=CC(=O)CC(C)(C)C3)cc2)C1	-1
CCCNC(=O)c1c(NC(=O)c2ccccc2C)sc2c1CCC2	-1
CCN(CC)c1ccc(C=Nc2ccc(C)c(F)c2)c(O)c1	-2
O=C1CC(c2ccc3c(c2)OCO3)CC2=C1C(c1cc3c(cc1Br)OCO3)Nc1ccccc1N2 (stereo not drawn)	2

Grouped by structure: those above with a nitro group on carbon.
SMILES	DUSP3 inh
COc1cc(/C=N/NC(=O)Cc2n[nH]c(=O)[nH]c2=O)cc([N+](=O)[O-])c1O	4
O=C(/C=C/c1cccc(C(F)(F)F)c1)Nc1ccc([N+](=O)[O-])cc1	-19
O=C(c1ccc([N+](=O)[O-])cc1)N1CCSC1c1ccccc1Cl (stereo not drawn)	-9

Additional results follow.
SMILES	DUSP3 inh
CC(C)(C)c1ccccc1NC(=O)C1CC(=O)N(c2ccc(Cl)cc2)C1 (stereo not drawn)	-20
COc1cccc(OC)c1C(=O)NNC(=O)c1cccc(C)c1	-38
COC(=O)C1=C(C)NC(=O)/C1=C\c1ccccc1	11
Cc1[nH]n(-c2ccccc2)c(=O)c1C=Nc1ccc(Cl)cc1	-34
NC1=NN(c2ccc(N)cc2)CC1	4
O=C(/C=C/NNC(=O)c1cccnc1)c1ccc(Cl)cc1	7
C=CCN1C(=O)c2ccccc2C1(O)c1ccc(C)cc1 (stereo not drawn)	-2
O=C(N/N=C/c1ccco1)C(=O)N1CCCC1	-36
CCC1(C)CC(CCNCc2ccc(N(C)C)cc2)(c2ccc(F)cc2)CCO1 (stereo not drawn)	8
O=C(N/N=C/c1ccc(Cl)cc1Cl)C1CC(=O)N(c2ccc(F)cc2)C1 (stereo not drawn)	-17
CN1C(=O)/C(=C2\SC(=S)N(c3ccccc3)C2=O)c2ccccc21	0
O=C(C1CC1c1ccccc1)N1CCN(C(c2ccccc2)c2ccccc2)CC1 (stereo not drawn)	-8
CCCOc1ccc(C(=O)NCc2ccccc2)cc1	-14
Cc1cccc(C(=O)N2CCC(C(N)=O)CC2)c1	-28
COc1ccc(/C=N/NC(=O)c2cc(-c3ccc4ccccc4c3)n[nH]2)cc1O	34
CCOC(=O)C1=C(c2ccccc2)N=C2SCC(=O)N2C1c1ccc(OC)c(OC)c1 (stereo not drawn)	-2
O=C(N/N=C/c1ccc(I)o1)c1ccncc1	-8
Cc1cc(N2C(=O)NC(=O)/C(=C\c3ccsc3)C2=O)ccc1Br	8
COc1cccc(C2C(C(C)=O)=C(O)C(=O)N2c2nc3ccccc3s2)c1 (stereo not drawn)	-12
CC(=O)Nc1ccc(S(=O)(=O)Nc2cccc3c(NS(=O)(=O)c4ccc(NC(C)=O)cc4)cccc23)cc1	44
COc1ccc(N(CC(=O)NC(C)c2ccccc2)S(=O)(=O)c2ccc(C)cc2)c(OC)c1 (stereo not drawn)	18
O=C(Nc1ccc(F)cc1F)c1nn2c(c1Cl)NC(c1cccs1)CC2C(F)(F)F (stereo not drawn)	5
COC(=O)c1cccc(-c2ccc(/C=C3/C(=O)NN(c4cccc(Cl)c4)C3=O)o2)c1	-5
CCOC(=O)C1=C(O)/C(=C/c2ccc([N+](=O)[O-])cc2)SC1=Nc1cccc(Cl)c1	-2
CC(C)C(=O)N/N=C1/CC2CCC1(C)C2(C)C (stereo not drawn)	-9
CC(C)c1ccccc1NC1=NS(=O)(=O)c2cc([N+](=O)[O-])ccc21	-13
Fc1cnc(Nc2ccccc2)nc1Nc1ccccc1	-8
O=C1CSC(c2ccc(Cl)cc2Cl)N1CCN1CCCCC1 (stereo not drawn)	-4
O=C(NCCCN1CCOCC1)c1cc(Cl)ccc1Cl	16
COc1cc(C2NC(=S)NC(C)=C2C(=O)Nc2cccc(Cl)c2)ccc1O (stereo not drawn)	-4
COc1ccc(C)cc1NC(=O)C(=O)NCc1ccco1	7
O=C(/C=C/c1cccc(C(F)(F)F)c1)Nc1ccc(Br)cc1	-17
O=C(c1ccc(Cl)c([N+](=O)[O-])c1)N1CCN(C/C=C/c2ccccc2)CC1	-28
O=[N+]([O-])c1ccc(Oc2ccc(/C=N/O)cc2)nc1	-7
COc1ccc(C/C(N)=N/OC(=O)c2ccc(Cl)cc2)cc1	-15
COc1ccc(OC)c(NC(=O)CN(CCc2ccccc2)S(=O)(=O)c2ccccc2)c1	-22
O=[N+]([O-])c1ccc(NCCc2ccccc2)c2ncccc12	-22
CCOC(=O)c1c(NC(=O)CCN2C(=O)c3cccc([N+](=O)[O-])c3C2=O)sc2c1CCCC2	2
COc1ccc(/C=C2\C(=O)NC(=O)N(c3ccc(Cl)cc3)C2=O)cc1C	90
COc1cccc(/C=C2\SC(=S)N(CC(=O)NNC(=O)c3ccccc3OC)C2=O)c1	-15
Cc1ccccc1-c1nc(Cc2ccccc2Cl)no1	0
COc1cc2c(C(=O)O)c(C)n(C)c2c2ccccc12	0
C=CCN1C(=O)/C(=C2/C=Cc3cc(C)ccc3N2CC)SC1=S	4
COc1ccc(N(CC(=O)N/N=C/c2ccco2)S(=O)(=O)c2ccccc2)cc1	-18
O=C(Oc1cc(-c2ccccc2)c2oc(=O)sc2c1)c1ccccc1	12
O=C(COc1ccc(Br)cc1)Nc1ccccc1-c1ccccc1	-6
O=C(Nc1ccc(Nc2ccccc2)cc1)c1cccc([N+](=O)[O-])c1	-7
Cc1ccc(OCC(=O)Nc2cccc(C#N)c2)c(C)c1	-11
CC(C)N(Cc1c(O)ccc2c(=O)c(-c3ccccc3)coc12)C(C)C	21
CCOc1cc(OCC)cc(C(=O)Nc2ccc(NC(=O)c3ccco3)c(OC)c2)c1	-5
O=C(O)CC(C(=O)O)P(=O)(c1ccccc1)c1ccccc1 (stereo not drawn)	15
Cc1ccc(/C=C2\SC(=S)N(CC(=O)O)C2=O)o1	27
O=C(NCCCNc1ccc([N+](=O)[O-])cc1)c1ccc(Cl)cc1	-24
COc1ccccc1/C=N\N1CCN(c2ccccc2)CC1	8
CCOC(=O)C1CCN(C(=O)c2ccccc2[N+](=O)[O-])CC1	-3
O=C1C2C(C(=O)N1/N=C/C=C/c1ccccc1)C1C=CC2C12CC2 (stereo not drawn)	-12

(list continues)
SMILES	DUSP3 inh
NC1=NC(=O)/C(=C\c2ccc(S(=O)(=O)O)cc2)S1	-14
CC1=C(C(=O)OC2CCCCC2)C(c2cccc(Cl)c2)C2=C(CCCC2=O)N1 (stereo not drawn)	1
CCC/C(O)=C1\C(=O)CC(C)(C)CC1=Nc1ccccc1C	3
COc1cc(-c2ccc(NC(=O)c3cccnc3)c(OC)c2)ccc1NC(=O)c1cccnc1	-13
O=C(O)CN(c1ccccc1[N+](=O)[O-])S(=O)(=O)c1ccccc1	8
Oc1ccccc1C(=S)N1CCOCC1	9
O=C(NCc1ccccc1Cl)c1cccc(Br)c1	-12
CCOc1ccc(Nc2nc(-c3c(C)nc4cc(C)ccn34)cs2)cc1	88*
O=C(COc1ccc(Cl)cc1Br)NNC(=O)c1ccc(-c2ccccc2)cc1	-8
COc1ccc(NC(=O)c2cc(-c3ccc(OC)cc3OC)nc3ccccc23)c(OC)c1	3
Cc1cc(C)cc(NCc2ccncc2)c1	-38
COc1ccc(/C(C)=N\OCc2nc3c4c5c(sc4ncn3n2)C(C)(C)NC(C)(C)C5)cc1OC	-4
COc1ccc(C(=O)Nc2cc(C)cc(C)n2)cc1	12
O=C1C=C(NCc2ccc(F)cc2)CC(c2ccccc2)C1 (stereo not drawn)	-1
CN(C)c1ccc(/C=N/n2cnc3sc4c(c3c2=O)CCCC4)cc1	-19
O=C(Nc1ccc(O)c(-c2nc3cc(Cl)ccc3o2)c1)c1ccccc1	2
COc1ccc(OC)c(/C=N/n2cnnc2)c1	-26
O=C(CNC(=O)c1ccccc1)c1ccc(Br)cc1	-37
CCNC(=O)CC1S/C(=N\N=C\c2ccco2)NC1=O (stereo not drawn)	-9
CC(C)c1ccc(CNc2cc(N3CCN(C(=O)c4ccc(Cl)cc4)CC3)ccc2[N+](=O)[O-])cc1	16
COc1ccc(-c2nc3cc(NC(=O)c4ccco4)ccc3o2)cc1Cl	10
O=C(c1ccc(Cl)cc1[N+](=O)[O-])N1CCN(C(c2ccccc2)c2ccccc2)CC1	0
CCC1CCc2c(sc(NC(=O)C3C4CCC(C4)C3C(=O)O)c2C(=O)OC(C)C)C1 (stereo not drawn)	-10
CCC1=NN2C(=N)/C(=C/c3ccc(-c4ccc([N+](=O)[O-])cc4C)o3)C(=O)N=C2S1	-29

Quoted at random: five records from the list
SMILES	DUSP3 inh
CCC1CCc2c(sc(NC(=O)C3C4CCC(C4)C3C(=O)O)c2C(=O)OC(C)C)C1 (stereo not drawn)	-10
CCNC(=O)CC1S/C(=N\N=C\c2ccco2)NC1=O (stereo not drawn)	-9
O=C(c1ccc(Cl)cc1[N+](=O)[O-])N1CCN(C(c2ccccc2)c2ccccc2)CC1	0
CC(C)c1ccc(CNc2cc(N3CCN(C(=O)c4ccc(Cl)cc4)CC3)ccc2[N+](=O)[O-])cc1	16
COc1ccc(OC)c(/C=N/n2cnnc2)c1	-26

Additional results.
SMILES	DUSP3 inh
COc1ccc(/C=C/C(=O)Nc2ccccc2OC)cc1Br	-19
C/C(=N/NC(=O)CNc1ccccc1C)c1ccc(Br)cc1	-5
Cc1cc(/C=C2\C(=O)NC(=S)N(c3ccc(Cl)cc3)C2=O)c(C)n1C	5
Cc1ccc(N2C(=O)NC(=O)/C(=C/c3cc(C)n(-c4ccccc4)c3C)C2=O)cc1	11
Cc1ccc2oc(C(F)(F)C(F)F)cc(=O)c2c1	-14
CCOC(=O)C1=C(C)N=c2s/c(=C\c3ccc([N+](=O)[O-])o3)c(=O)n2C1c1ccc(OCC)cc1 (stereo not drawn)	19
COc1ccc(NC(=O)c2ccc3c(c2)C(=O)N(c2ccccc2-c2ccccc2)C3=O)c(OC)c1	21
Cc1cc(C(=O)N/N=C\c2cc(Br)ccc2OCc2ccccc2)n[nH]1	31
Cc1cc(OCCCn2ccnc2)cc(C)c1Cl	-5
COc1cc(C(=O)Nc2cccc(-c3cc4ccccc4oc3=O)c2)cc(OC)c1OC	-3
Clc1ccc(-c2ccc(/C=N/Nc3nncc(-c4ccccc4)n3)o2)cc1	-17
CCOC(=O)C1=C(O)/C(=C\c2ccccc2[N+](=O)[O-])N=C1C	-50
O=C(CSc1nc2ccccc2[nH]1)N/N=C/c1ccccc1[N+](=O)[O-]	10
O=C(O)CCCc1nc2ccccc2[nH]1	-25
COc1ccc(-c2cc(C(=O)Nc3ccccn3)c3ccccc3n2)cc1	-2
C/C(=N\NS(=O)(=O)c1ccc(C)cc1)C(C)(C)CC(=O)O	-10
OCCCNC(Nc1ccc(Cl)cc1)=C(c1ccccc1)c1ccccc1	0
COc1ccc(NC(=O)C(=O)NCC2CCCO2)cc1Cl (stereo not drawn)	0
CN(C)c1ccc(-c2nc3cc(NC(=O)c4cc5ccccc5o4)ccc3o2)cc1	-18
CCOC(=O)Nc1nc(C)c(C(C)=O)s1	-9
CCOC(=O)N1CCN(C2CC(=O)N(c3cccc(Br)c3)C2=O)CC1 (stereo not drawn)	-22
CC(=O)Nc1ccc(S(=O)(=O)/N=C2\C=CC(=O)c3ccccc32)cc1	11
O=C(Nc1ccc(Br)c(Cl)c1)c1cccc([N+](=O)[O-])c1	7
COC(=O)c1ccccc1NC(=O)c1ccc(CN(c2ccccc2)S(C)(=O)=O)cc1	-27
O=C1NC(=S)S/C1=C/c1ccc(OCc2ccc(Cl)cc2)cc1	-23
N#Cc1c(N)c(C(=O)c2ccc(Br)cc2)n2c1CCC2	-4
FC(F)(F)c1ccccc1CN1CCN(Cc2ccc3ccccc3c2)CC1	15
CC(C)N1CCC(N2CCCCC2)CC1	-14
O=C(C1CCCO1)N1CCN(c2cccc(Cl)c2)CC1 (stereo not drawn)	-28
O=C1c2ccccc2C(=O)N1CCCc1nc2ccccc2c(=O)n1-c1cccnc1	12
CCOC(=O)C(=CNc1ccccc1C(C)C)C(=O)OCC	1
CCOC(=O)C1=C(C)N=c2s/c(=C\c3ccc(-c4ccc([N+](=O)[O-])cc4)o3)c(=O)n2C1c1ccc2c(c1)OCO2 (stereo not drawn)	-22
COc1ccc(/C=N/NC(=O)c2ccccn2)cc1Cl	-56
COC(=O)c1cc(C(=O)Nc2ccc(F)cc2)cc([N+](=O)[O-])c1	-16
Cc1ccc(C(=O)NNC(=O)c2ccccc2C)cc1	-19

Not all compounds are listed; count on the stated rates, not on these rows.
